Source: PubChem (The Scripps Research Institute Molecular Screening Center)
GBA enhancer: enhancers of human beta-glucosidase activity in Gaucher fibroblasts | AID 784 | P04062 | L444P Gaucher fibroblasts, 4-MU-glucoside fluorescence, 3 days | 0.44% of 30,000 active | activation, % at 10 µM; in the data active = activation above about 65%;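 also: 0% = vehicle wells and 100% = positive control wells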
Target sequence (P04062 whole entry L483P): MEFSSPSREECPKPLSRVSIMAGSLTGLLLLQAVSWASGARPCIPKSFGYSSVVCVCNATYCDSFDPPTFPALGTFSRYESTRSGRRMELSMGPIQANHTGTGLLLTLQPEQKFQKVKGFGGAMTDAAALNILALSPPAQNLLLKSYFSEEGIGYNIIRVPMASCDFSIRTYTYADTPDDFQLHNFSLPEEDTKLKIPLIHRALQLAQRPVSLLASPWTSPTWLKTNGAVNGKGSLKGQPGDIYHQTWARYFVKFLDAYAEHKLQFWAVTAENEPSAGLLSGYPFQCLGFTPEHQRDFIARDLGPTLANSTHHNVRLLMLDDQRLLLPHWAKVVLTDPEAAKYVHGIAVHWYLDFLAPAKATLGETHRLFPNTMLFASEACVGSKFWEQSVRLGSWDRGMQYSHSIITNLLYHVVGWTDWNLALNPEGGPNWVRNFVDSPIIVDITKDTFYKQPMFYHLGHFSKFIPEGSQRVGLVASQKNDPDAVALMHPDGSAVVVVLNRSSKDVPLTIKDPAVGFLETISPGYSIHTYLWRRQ
Active calls of the source: *. Not all compounds are listed, so the mix of outcomes need not match the whole.

entry	SMILES	GBA enhancer
1	Cn1nnnc1SCc1cn2cccnc2n1	-6
2	O=C(CSc1nc(-c2cccs2)cc(C(F)(F)F)n1)NCc1ccco1	-6
3	CCOC(=O)C1CCCN(C(=O)C2CC(=O)N(c3ccc(C)cc3)C2)C1 (stereo unspecified)	16
4	O=C(NC1CCCCCC1)c1ccc(N2CCCC2=O)cc1	-18
5	CC(CN1CCCC1)OC(=O)COc1ccccc1 (stereo unspecified)	-16
6	CC(C)CC(=O)Nc1ccc(-c2cn3ccsc3n2)cc1	3
7	CCOC(=O)c1[nH]c(C)c(/C=N/O)c1C	-13
8	Cc1c(C(=O)Nc2ccncc2)oc2ccccc12	-7
9	Brc1c(CSc2nncn2-c2ccccc2)nc2sccn12	-37
10	CCC(C)NC(=O)C(NS(=O)(=O)c1cccc2nsnc12)c1ccccc1 (stereo unspecified)	-13
11	c1cc2c(cc1Nc1nc(-c3ccc4c(c3)OCO4)cs1)OCCO2	5
12	O=C(Nc1ccc(N2CCCC2)cc1)c1ccc(Br)o1	5
13	COc1ccc(NC(=O)CN2CCN(CC(=O)Nc3ccc4c(c3)OCO4)CC2)cc1	-50
14	COc1cc(NC(=O)c2cc3ccccc3o2)c(OC)cc1Cl	-31
15	COc1ccc(C(C)C)cc1S(=O)(=O)Nc1ccc(Cl)cn1	-17
16	O=C(OCC(=O)N1CCCCC1)c1c[nH]c(=O)[nH]c1=O	-13
17	CC(C)C12CN3CC(C(C)C)(CN(C1)C3c1ccccc1)C2O (stereo unspecified)	-3
18	COc1ccc(C2C(C(=O)Nc3ccccc3OC)=C(C)Nc3nnnn32)c(OC)c1 (stereo unspecified)	1
19	COc1ccc(OCCC(=O)OCC(=O)NCc2ccco2)cc1	-45
20	CC1(c2cccs2)CC(c2cccs2)=C(C#N)C(=O)N1 (stereo unspecified)	26
21	O=C(CN1CCC(NC(=O)c2cccc(F)c2)CC1)NCc1ccccc1F	-52
22	CCc1oc(C(=O)O)cc1CN(CC)CC	7
23	COc1ccc(OC)c(C2C(C(C)=O)=C(O)C(=O)N2c2ccc(O)cc2)c1 (stereo unspecified)	-9
24	Clc1ccc(Cn2ncc3c(N4CCCCC4)ncnc32)cc1	29
25	C=C(C)c1cccc(C(C)(C)NC(=O)Nc2ncccn2)c1	-23
26	COc1cc(S(=O)(=O)N(C)C)ccc1F	-36
27	CC(=O)c1ccc(N2CCN(C(=O)c3ccc(OCc4c(C)noc4C)cc3)CC2)cc1	-13
28	CCCC(OC(=O)CN1C(=O)COc2ccccc21)C(=O)NC1CCCC1 (stereo unspecified)	2
29	O=C(O)CCC(=O)Nc1ccccc1C(=O)NC1CCCCC1	2
30	Nc1nc(-c2cccnc2)nn1C(=O)COc1ccccc1	-2

Next part
entry	SMILES	GBA enhancer
31	Cc1noc(NS(=O)(=O)c2ccc(N/C=C/C(=O)c3ccc4c(c3)OCO4)cc2)c1C	13
32	COc1ccccc1NC(=O)Cc1cccs1	-11
33	Cc1ccc(SCCC(=O)NCC2CCCO2)cc1 (stereo unspecified)	-2
34	O=C1OCCC1Sc1nc2cc(Cl)ccc2s1 (stereo unspecified)	-5
35	Cc1cc(N2CCC(C)CC2)n2ncc(-c3ccccc3)c2n1	1
36	Cc1n[nH]c(=O)nc1NCC1CCCO1 (stereo unspecified)	-21
37	COCC(=O)N(C)c1nnc(-c2ccccn2)s1	-7
38	Cc1cc(NC(=O)C2CCCCC2C(=O)O)no1 (stereo unspecified)	-6
39	O=C1CSC(=NC2CCCCC2)N1	-14
40	COc1cccc(N(CC(=O)O)S(=O)(=O)c2ccccc2)c1	-9
41	CCN(CC)C(=O)CSc1nc2ccccc2c(=O)n1-c1ccccc1OC	-27
42	Cc1ccc(NC(=O)CSc2n[nH]c(-c3ccncc3)n2)cc1	58
43	CCN1CCCC1CNC(=O)C(NC(=O)C1CCC(C)CC1)C(C)C (stereo unspecified)	-7
44	Cc1ccc(C(C)C)c(OCc2nnc3n2CCCCC3)c1	-12
45	C=CCN(CC=C)C(=O)C1CCC(C(=O)N(CC=C)CC=C)CC1 (stereo unspecified)	-54
46	CCN1C2=NCCCN2c2cc(C)c(C)cc21	-12
47	COc1cc(NC(=O)CN2CCN(c3ccccc3F)CC2)cc(OC)c1	-34
48	CCOC(=O)c1ccc(NC(=O)COC)cc1	-29
49	O=C(CSCc1cnn(-c2ccccc2)c1-n1cccc1)NCc1ccc2c(c1)OCO2	6
50	COc1ccc(C2=NOC(C(=O)NCc3ccco3)C2)cc1OC (stereo unspecified)	-11
51	Cc1cc(C)cc(NC(=O)CCn2ccnc2C)c1	-11
52	CN(C)S(=O)(=O)c1cccc(COC(=O)C2=COCCO2)c1	-30
53	CC(=O)N1c2c(cc(Br)cc2S(=O)(=O)N2CCN(c3ccccn3)CC2)CC1C (stereo unspecified)	3
54	CCc1nnc(NC(=O)Cc2ccc(OCc3c(C)noc3C)cc2)s1	-9
55	O=C(O)c1cc(S(=O)(=O)NCC2CCCO2)ccc1Cl (stereo unspecified)	-6
56	COCCCNc1nc2c([nH]1)c(=O)[nH]c(=O)n2C	-2
57	Cc1cccc(C)c1NC(=O)C(c1ccccc1)N1CCC2(CC1)OCCO2 (stereo unspecified)	8
58	CN(C(=O)C1CCOC1)c1nnc(C2CCOC2)s1 (stereo unspecified)	-19
59	CCc1cc2c(-c3ccccc3)cc(=O)oc2c(CN2CCOCC2)c1O	-30
60	Cc1ccc(S(=O)(=O)c2nc(-c3ccco3)oc2SCC(=O)NCC2CCCO2)cc1 (stereo unspecified)	-47

Going on with the list.
entry	SMILES	GBA enhancer
61	COc1cc2[nH]c(=O)c(C(=O)NCCCN3CCCCC3)c(O)c2cc1OC	2
62	CCOc1ccc(N2C(=O)CC(N3CCOCC3)C2=O)cc1 (stereo unspecified)	-2
63	CN(C)c1ccc(N/C=C/C(=O)c2ccc(F)cc2)cc1	17
64	Cc1c(C#N)c2ncnc(N)c2n1-c1ccccc1	-36
65	COc1ccc(CC2C(=O)OC(C)(C)OC2=O)cc1	-12
66	CCCCn1c(SCC(=O)Nc2nnc(CC)s2)nc2c1c(=O)n(C)c(=O)n2C	-10
67	O=C(NCCCN1CCCC1)c1cccc(N2CCCC2=O)c1	-45
68	CCCc1cc(=O)[nH]c(SCC(=O)CSc2nc(CCC)cc(=O)[nH]2)n1	63
69	CCCC(C(=O)NC1CCCC1)N(C(=O)Cn1nnc(-c2ccc(C)o2)n1)C1CCCC1 (stereo unspecified)	-17
70	Cc1nn(C)c(C)c1NC(=O)CCSc1nc(-c2ccco2)cc(C(F)(F)F)n1	-10
71	Cc1nc2nc[nH]c2cc1Br	-4
72	Cc1ccc2cc(C(c3nnnn3C3CCCC3)N3CCN(c4ccc(F)cc4)CC3)c(=O)[nH]c2c1 (stereo unspecified)	-12
73	COc1ccc2cc(C(c3nnnn3Cc3ccccc3)N3CCCCCC3)c(=O)[nH]c2c1 (stereo unspecified)	-6
74	Cc1ccn2cc(-c3nonc3C)cc2c1	5
75	CCN(C(=O)COC(=O)c1c(-c2ccccc2)noc1C)C1CCS(=O)(=O)C1 (stereo unspecified)	-14
76	Oc1ccc2[nH]cnc2c1CN1CCCCC1	22
77	O=C(NCc1ccccn1)/C(=N/O)c1ccccc1	-8
78	c1ccc(-n2nnnc2Oc2ccc(-n3ccnc3)cc2)cc1	-26
79	Cc1cc(NC(=O)c2sccc2C)n(-c2cccc(Cl)c2)n1	-30
80	CCC1CCCCN1CCNC(=O)CNS(=O)(=O)c1ccc2nc(C)sc2c1 (stereo unspecified)	-1
81	O=C1CC(c2ccc(Cl)cc2)n2nc(N3C(=O)CCC3=O)nc2N1 (stereo unspecified)	-7
82	O=C(Nc1ccc2c(c1)OCCO2)c1cc(-n2cnnc2)ccc1Cl	-43
83	Cc1nnc(NC2=NCCCCC2)o1	8
84	CC(=O)c1cc2c(cc1NC(=O)CN1CCOCC1)OCO2	-7
85	Cc1ccc(S(=O)(=O)N2CCN(C(=O)CSc3nnc(C)c(=O)[nH]3)CC2)cc1	-15
86	Nc1nonc1NC(=O)CSc1nc2ccccc2s1	-3
87	O=C(c1noc2c1CCCCC2)N1CCOCC1	-6
88	O=c1c2c(-c3ccco3)csc2nc(SCc2cn3cccnc3n2)n1-c1ccccc1	-14
89	CCNC(=O)CN(c1ccc(C)cc1)S(=O)(=O)c1ccc(SC)cc1	-15
90	CCCS(=O)(=O)N1CCC(C(=O)NC2CCC(C)CC2)CC1 (stereo unspecified)	-9

3 compounds picked at random from the list so far:
entry	SMILES	GBA enhancer
90	CCCS(=O)(=O)N1CCC(C(=O)NC2CCC(C)CC2)CC1 (stereo unspecified)	-9
80	CCC1CCCCN1CCNC(=O)CNS(=O)(=O)c1ccc2nc(C)sc2c1 (stereo unspecified)	-1
62	CCOc1ccc(N2C(=O)CC(N3CCOCC3)C2=O)cc1 (stereo unspecified)	-2

An excerpt from above in order of heavy-atom count, high to low.
entry	SMILES	GBA enhancer
88	O=c1c2c(-c3ccco3)csc2nc(SCc2cn3cccnc3n2)n1-c1ccccc1	-14
70	Cc1nn(C)c(C)c1NC(=O)CCSc1nc(-c2ccco2)cc(C(F)(F)F)n1	-10
85	Cc1ccc(S(=O)(=O)N2CCN(C(=O)CSc3nnc(C)c(=O)[nH]3)CC2)cc1	-15
62	CCOc1ccc(N2C(=O)CC(N3CCOCC3)C2=O)cc1 (stereo unspecified)	-2
65	COc1ccc(CC2C(=O)OC(C)(C)OC2=O)cc1	-12
76	Oc1ccc2[nH]cnc2c1CN1CCCCC1	22

Next entries:
entry	SMILES	GBA enhancer
91	Cc1ccc(S(=O)(=O)N2CCOCC2)cc1C(=O)N1CCOCC1	-21
92	CC(C)C(=O)Nc1ccc2c(c1)nc1n2CCSC1	-46
93	c1ccc(Nc2nc3ccccc3[nH]2)nc1	10
94	N/C(CC(=O)NCCOc1ccccc1)=N\O	20
95	O=C(CCCn1c(SCC(=O)NC2CCCC2)nc2ccccc2c1=O)NCC1CCCO1 (stereo unspecified)	-21
96	CCOC(=O)C1(N(CC)CC)Sc2cc(C)ccc2NC1=O (stereo unspecified)	4
97	COc1ccc(N(C(=O)c2ccco2)S(=O)(=O)c2cccs2)cc1	-4
98	O=C(NCc1ccco1)c1cc(-c2ccccn2)nc2ccccc12	-39
99	Cc1[nH]c2ccccc2c1C(=O)CSCC(=O)O	-2
100	C=CCN1C(=O)/C(=N/n2cnnc2)c2ccccc21	-33
101	Cn1c(-c2ccc3nc(N)sc3c2)nc2cc(N)ccc21	-4
102	CCOC(=O)Cn1c(=O)n(Cc2ccco2)c(=O)c2ccc(C(=O)NCCc3ccccc3)cc21	-15
103	O=C(CSc1nnc(CNC(=O)c2cccs2)o1)NCc1ccc(F)cc1	-51
104	O=C(Oc1c(Cl)cc(Cl)c2cccnc12)N1CCCCC1	-20
105	c1n[nH]c(SCCCCSc2ncn[nH]2)n1	17
106	Cc1cccc(C(OC(=O)c2ccco2)C(=O)NCc2ccccc2)n1 (stereo unspecified)	-11
107	CCOC(=O)C1CCCN(C(=O)CN2C(=O)COc3ccc(C(C)(C)C)cc32)C1 (stereo unspecified)	26
108	COc1ccc(CN(C(=O)c2ccco2)c2ccc(Br)cc2)cc1OC	3
109	CCOCCCN1CC(C(=O)NCCc2ccc(C)cc2)CC1=O (stereo unspecified)	0
110	Cc1ccc(CN2C(=O)CCC2C(=O)NC(C)C)cc1 (stereo unspecified)	12
111	O=C(NCc1ccc(F)cc1)C1CCN(S(=O)(=O)N2CCCCC2)CC1	-21
112	COC(=O)c1cccc(NC(=O)CSc2nnc(COc3ccc(C#N)cc3)n2-c2ccccc2)c1	-2
113	CCOC(=O)N1CCC(Nc2c(NCCN3CCN(Cc4ccccc4)CC3)c(=O)c2=O)CC1	2
114	COc1ccc2[nH]c(=O)c(CN(C(C)=O)c3cccc(C)c3)cc2c1	-34
115	Cc1ccc(C)c2[nH]c(=O)c(CN(CC3CCCO3)S(=O)(=O)c3ccc4c(c3)OCCO4)cc12 (stereo unspecified)	-40
116	Cn1nnnc1CCOCCc1nnnn1C	-33
117	CCC(=O)N1c2ccc(S(=O)(=O)CCC(=O)Nc3nccs3)cc2CC1C (stereo unspecified)	-41
118	c1ccc(OCCOCCSc2ncccn2)cc1	-1
119	CCn1c(SCC(=O)OC(C)C)nnc1-c1cccc(Cl)c1	0
120	Fc1ccc(N2CCN(C(c3cccs3)c3nnnn3CCc3ccccc3)CC2)cc1 (stereo unspecified)	-21

The list goes on:
entry	SMILES	GBA enhancer
121	COc1cc(CC(=O)Nc2ncc(C)s2)cc(OC)c1OC	-8
122	CN(C(=O)c1cccnc1)c1nnc(-c2cccnc2)s1	4
123	CCN(CC)CCNC(=O)c1ccc(N2CCCCC2)c(NS(=O)(=O)c2ccc(C)cc2)c1	15
124	CCN(CCCNC(=O)c1cn(CC)c2ccc(S(=O)(=O)N(C)C)cc2c1=O)c1cccc(C)c1	30
125	O=S(=O)(Nn1cnnc1)c1ccccc1Cl	-4
126	N#CC1(c2c(O)nc3n(c2=O)CCCS3)CCCCC1	-4
127	CN(C)Cc1c(O)ccc2[nH]cnc12	-6
128	CC(C)(C)NC(=O)CSc1nnc(NC(=O)CCn2cnc3ccccc3c2=O)s1	-17
129	CCC(C)NC(=O)c1ccccc1NS(=O)(=O)c1ccc(OC)c(OC)c1 (stereo unspecified)	-35
130	CCOC(=O)CCc1c(C)c2ccc(OCC(=O)N(CC)CC)c(C)c2oc1=O	-9
131	CCOc1ccccc1NC(=O)CC1Nc2ccccc2NC1=O (stereo unspecified)	-54
132	COc1cc(-c2nnc(SCC(=O)N3CCCC3)o2)cc(OC)c1OC	-8
133	CSc1nnc(-c2ccc(S(=O)(=O)N3CCOCC3)cc2)n1CC1CCCO1 (stereo unspecified)	-3
134	COc1ccc(S(=O)(=O)Nc2ccc(S(=O)(=O)N3CCCCC3)cc2)cc1OC	-43
135	CCOc1ccc(C(=O)Nc2c3c(nn2C(C)(C)C)CSC3)cc1OCC	-61
136	CC(=O)Nc1ccc(NC(=O)c2cc(C)nn2-c2ccccc2)cc1	-3
137	Cc1cc(NC(=O)CS(=O)(=O)c2cn(Cc3ccc(F)cc3)c3ccccc23)no1	-17
138	N#Cc1c(NC(=O)CSC2=NCCS2)sc2c1CCCC2	-19
139	COC(=O)c1c(C)n(-c2ccc(OC)cc2)c2ccc(O)cc12	-18
